BoNT F protease = BoNT/F light chain protease inhibitors, primary screen, biochemical, flow cytometry, MLPCN library; Botulinum neurotoxin type F light chain protease (Clostridium botulinum); inhibition, % at 10 µM; hit rate 0.22% among 360,000; Multiplex microsphere protease cleavage assay; in the data active = inhibition above about 35%, passing the limit was not always enough; inconclusive = no clear call, values can overlap the other calls; also: plate controls were buffer without enzyme for full effect and enzyme alone for no effect
UGM FP inh = M. tuberculosis UGM enzyme inhibitors, primary screen, biochemical, fluorescence polarization, single point. UDP-galactopyranose mutase (Mycobacterium tuberculosis (strain ATCC 25618 / H37Rv)), …. purified UGM, fluorescence polarization probe displacement. inhibition, % at 10 µM. hit rate 0.06% among 320,000; in the data active = inhibition above about 10%, passing the limit was not always enough; inconclusive = no clear call, values can overlap the other calls
Mtb BioA inh = M. tuberculosis BioA enzyme inhibitors, primary screen, biochemical, plate reader, single point, HTS; purified M. tuberculosis BioA enzyme; inhibition, % at 9.99 µM; hit rate 0.096% among 360,000; in the data active = inhibition above about 40%; inconclusive = no clear call, values can overlap the other calls
Rv3671c inh = Rv3671c serine protease inhibitors, primary screen, biochemical, fluorescence polarization, M. tuberculosis H37Rv | P9WHR9 | inhibition, % at 5.96 µM | hit rate 0.048% among 320,000 | AID 2606, 2010; in the data active = inhibition above about 38%;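 also: extracellular domain of Rv3671c used as enzyme; 0% = enzyme with DMSO and 100% = no enzyme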
Target sequence (P9WHR9 whole entry, looked up, the tested form may be a part): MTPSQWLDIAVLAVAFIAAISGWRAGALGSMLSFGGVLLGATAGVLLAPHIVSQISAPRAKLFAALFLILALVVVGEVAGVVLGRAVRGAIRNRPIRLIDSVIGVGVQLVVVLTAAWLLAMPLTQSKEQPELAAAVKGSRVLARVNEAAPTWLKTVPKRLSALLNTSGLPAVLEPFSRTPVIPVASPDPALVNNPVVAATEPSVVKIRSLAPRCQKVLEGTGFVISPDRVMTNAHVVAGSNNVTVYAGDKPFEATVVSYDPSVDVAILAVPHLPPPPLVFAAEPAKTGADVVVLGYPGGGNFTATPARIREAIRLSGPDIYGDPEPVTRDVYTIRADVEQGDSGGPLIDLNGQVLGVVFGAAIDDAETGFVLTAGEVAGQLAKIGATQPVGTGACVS
Mtb FBA inh = Mtb FBA enzyme inhibitors, primary screen, biochemical, fluorescence, strain H37Rv; Fructose-bisphosphate aldolase (Mycobacterium tuberculosis (strain ATCC 25618 / H37Rv)), …; purified M. tuberculosis FBA, fluorescence read-out; inhibition, % at 1 µM; hit rate 2.3% among 360,000; AID 588726, 2011; in the data active = inhibition above about 27%;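 also: 0% = vehicle and 100% = reference inhibitor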
Target sequence (P9WQA3 whole entry, looked up): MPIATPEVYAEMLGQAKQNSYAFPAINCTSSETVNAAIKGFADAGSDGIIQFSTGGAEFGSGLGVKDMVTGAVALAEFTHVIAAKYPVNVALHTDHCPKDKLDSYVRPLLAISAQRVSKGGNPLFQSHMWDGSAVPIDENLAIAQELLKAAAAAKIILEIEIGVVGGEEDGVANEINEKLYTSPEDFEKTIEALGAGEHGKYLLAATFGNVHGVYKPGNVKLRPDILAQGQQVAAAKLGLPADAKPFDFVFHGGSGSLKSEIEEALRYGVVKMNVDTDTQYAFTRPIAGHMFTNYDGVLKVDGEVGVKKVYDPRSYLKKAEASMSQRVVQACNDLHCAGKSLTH
PrPC TRFRET = inhibitors of human cell surface prion protein PrPC, primary screen, cell-based, TR-FRET. TR-FRET read-out. AID 720596, 2013. Major prion protein (Homo sapiens), P04156. hit rate 0.43% among 370,000. inhibition, % at 13.8 µM; in the data active = inhibition above about 24%; also: 0% = median of the test wells and 100% = reference compound wells
FadD28 FP inh = inhibitors of FadD28 bisubstrate probe binding, primary screen, biochemical, fluorescence polarization, single point; Mycobacterium tuberculosis FadD28 fatty-acid-AMP ligase; inhibition, % at 12.5 µM; hit rate 0.22% among 360,000; AID 588549, 2011; in the data active = inhibition above about 8.5%, passing the limit was not always enough; inconclusive = no clear call, values can overlap the other calls
MazEF act = activators of E. coli MazEF toxin-antitoxin RNase, primary screen, biochemical, fluorescence, uHTS; activation, % at 20 µM; AID 504720, 2011; FAM/BHQ RNA-DNA oligo cleavage fluorescence, 5 h; hit rate 0.32% among 350,000; in the data active = activation above about 50%
Target sequence (P0AE70 whole entry, looked up): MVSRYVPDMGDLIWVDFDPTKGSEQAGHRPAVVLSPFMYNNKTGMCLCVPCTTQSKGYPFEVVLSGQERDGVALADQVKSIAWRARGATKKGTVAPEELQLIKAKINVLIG
GDH-TPI counter = GDH-TPI coupling enzyme inhibitors, primary screen, artefact control for M. tuberculosis FBA inhibitor project, biochemical, absorbance, full deck | hit rate 1.2% among 360,000 | GDH-TPI coupled enzyme counterscreen, NADH absorbance | inhibition, % at 4.8 µM | AID 588335, 2011; in the data active = inhibition above about 30%;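 also: 0% = DMSO wells and 100% = wells lacking the enzyme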
An asterisk follows results filed as active; ? = inconclusive; · = not tested or not shown. Compounds as they come; any-hit rate near 4.8%.

SMILES | BoNT F protease | UGM FP inh | Mtb BioA inh | Rv3671c inh | Mtb FBA inh | PrPC TRFRET | FadD28 FP inh | MazEF act | GDH-TPI counter
O=C(CN1C(=O)/C(=C/c2ccccc2)SC1=S)NNC(=O)c1ccccc1O | -2 | -0.4 | · | 2 | 1 | -2 | 0.3 | 4 | -1
COc1ccccc1C(=O)N/C(=C/c1ccc(Br)cc1)C(=O)N1CCCC1 | -6 | -2.2 | · | 10 | 0 | 1 | -1.2 | 8 | 2
COc1ccc(CNC(=O)CN2C(=O)NC(Cc3ccccc3)(c3ccccc3)C2=O)cc1OC (stereo not given) | 3 | · | 1.9 | 8 | -1 | -6 | -0.1 | -4 | 13
O=C(Nc1cccc(Cl)c1N1CCOCC1)c1cccs1 | 2 | -1.7 | 1.8 | 4 | 2 | 0 | 0.0 | 0 | -4
CCc1ccc(NC(=O)C(CC)c2ccccc2)cc1 (stereo not given) | -6 | 6.1 | · | 2 | -2 | 13 | 0.1 | 4 | 10
Cc1cccc(C)c1NC(=O)CSc1nc(-c2ccco2)cc(C(F)(F)F)n1 | 0 | 2.8 | -0.9 | 2 | 2 | -1 | -0.9 | -16 | 33*
COC(=O)c1ccccc1NC(=O)C/C(C)=N/NC(=O)Cc1ccc(Cl)cc1 | 7 | 3.0 | 2.8 | 6 | 9 | -2 | -1.0 | · | 8
COc1ccccc1N1CCN(C(=O)C2CCN(S(=O)(=O)c3ccc4c(c3)CC(C)N4C(=O)C3CC3)CC2)CC1 (stereo not given) | 0 | 1.8 | -0.9 | -8 | -1 | 3 | 1.1 | 5 | -9
C=CCn1c(=S)[nH]c2sc3c(c2c1=O)CCC3 | -7 | · | 3.9 | · | -1 | -6 | -5.6 | -4 | 31
CC(=O)Nc1ccc(NC(=O)CSc2nnc(CC(C)O)n2-c2ccccc2)cc1 (stereo not given) | ? | 1.4 | -0.8 | -5 | 0 | -6 | -0.4 | 5 | 6
O=C(CSc1nc(-c2ccccc2)cc(C(F)(F)F)n1)c1cccc([N+](=O)[O-])c1 | -4 | 0.5 | · | 4 | 0 | -5 | -2.2 | -1 | -3
CS(=O)(=O)c1ccc(Cl)c(C(=O)NC2CCSc3ccccc32)c1 (stereo not given) | 1 | 0.0 | 9.9 | -2 | 64* | -9 | -2.9 | 6 | 0
COc1cc(CCC(=O)NCC2CCCO2)cc(OC)c1OC (stereo not given) | 0 | -1.9 | -0.8 | 6 | 2 | 1 | 1.4 | 1 | 7
O=C(Nc1ccccc1)C12CC3CC(C1)CC(n1cnc([N+](=O)[O-])n1)(C3)C2 | 10 | -5.2 | -0.3 | 0 | -2 | -19 | -0.3 | 2 | 12
COC1/C=C/C=C(\C)Cc2cc(O)c(Cl)c(c2)N(C)C(=O)CC(OC(=O)C(C)C)C2(C)OC2C(C)C2CC1(O)NC(=O)O2 (stereo not given) | -2 | · | · | · | -2 | 15 | -2.4 | 10 | -8
CCCNc1c(NS(=O)(=O)c2c(F)c(F)c(F)c(F)c2F)c(=O)oc2ccccc12 | -4 | 1.0 | -0.9 | 1 | 1 | -7 | -1.5 | 1 | 10
Cc1ccc(C(=O)c2sc3nsc(C)c3c2N)cc1 | 2 | -0.8 | · | -4 | -4 | -8 | -0.9 | 62* | 3
Cc1cccc(NS(=O)(=O)c2cc(C(=O)OC(C)C(=O)NCc3ccc4c(c3)OCO4)ccc2C)c1 (stereo not given) | -11 | -0.2 | 0.6 | -64 | -2 | -4 | -0.9 | 1 | 1
COc1ccc(-n2nc(C(=O)NCC(=O)NCCC3=CCCCC3)c3ccccc3c2=O)cc1 | -28 | 1.5 | -1.6 | -10 | 2 | 0 | -1.6 | -1 | 7
COc1ccccc1CCNC(=O)C(=O)NCC1OCCN1S(=O)(=O)c1ccc2c(c1)OCCO2 (stereo not given) | -8 | -1.4 | 0.2 | -3 | 0 | -2 | -5.0 | 4 | -6
COc1ccc(C2c3c(oc4ccccc4c3=O)C(=O)N2CCN2CCOCC2)cc1OC (stereo not given) | -5 | -0.8 | 24 | 0 | -2 | 3 | -3.1 | 0 | 8
C=CCNc1cc(=O)n(Cc2ccccc2)c(=O)[nH]1 | 8 | 0.5 | · | 1 | 5 | -4 | -0.9 | 5 | -1
CC(=O)NN1C(=O)c2ccc(Oc3cccc([N+](=O)[O-])c3)cc2C1=O | 6 | -0.6 | -2.1 | -3 | 1 | -1 | -0.8 | -1 | 1
COc1cc(SC)ccc1C(=O)NCc1ccc(C)cc1 | 3 | -1.5 | 1.6 | -6 | 4 | 4 | -3.3 | -9 | -5
Cc1cc(C)n(CCc2nc3c4ccccc4n(CC#N)c(=O)n3n2)n1 | 2 | 0.3 | 3.6 | 1 | -1 | -6 | -3.4 | -1 | 5
Cc1ccc(CCC(=O)Nc2ccc([N+](=O)[O-])cc2)o1 | · | -2.9 | 2.5 | 3 | 0 | -12 | -2.2 | -36 | 23
CC1Cc2ccccc2N1C(=O)CNCCCN(C)C (stereo not given) | 4 | 0.9 | 0.3 | -6 | 3 | 1 | -0.2 | 14 | 12
CCC1CN(C(=O)NCc2ccccc2)c2ccccc2O1 (stereo not given) | -28 | -3.0 | 1.7 | · | 2 | 0 | -1.3 | 10 | -6
COc1cc([C@H]2[C@@H]3CCCC[C@]3(O)CCN2Cc2ccccc2F)ccc1O | -2 | -0.5 | 1.6 | 2 | 3 | -5 | -1.2 | 3 | 1
Cc1[nH]c2ccccc2c1NC(=O)CN1CCN(C(=O)c2ccco2)CC1 | -8 | 0.0 | -0.4 | 4 | 1 | 5 | -2.4 | 2 | 8
NCCNC(=O)Cn1c(=O)c2c3c(sc2n(Cc2ccccc2)c1=O)CCCC3 | -6 | 1.2 | 0.1 | -2 | 3 | -1 | -1.1 | 13 | 7
COc1ccc(Cn2c(O)c(C=Nc3ccc(O)cc3)c3ccccc3c2=O)cc1 | -5 | 4.9 | -0.4 | -11 | -3 | -6 | -1.4 | -7 | 6
COc1cc(-c2nn3c(-c4ccccc4)nnc3s2)cc(OC)c1OC | · | -2.3 | 3.4 | -9 | 4 | 4 | -6.6 | 3 | 4
COc1cccc(Nc2ncccc2C(=O)Nc2ccccc2)c1 | -9 | -3.6 | 3.5 | -7 | 2 | 7 | -2.5 | 8 | 12
Cc1occc1C(=O)N/N=C/C=C/c1ccccc1 | -5 | 2.2 | · | 7 | -3 | -10 | -4.4 | -24 | 30
COc1ccc(NC(=O)CCS(=O)(=O)c2cccc3nonc23)c(OC)c1 | 20 | -0.4 | 0.3 | -2 | -3 | -45 | -5.1 | -1 | -6
CCOC(=O)CNC(=O)COc1coc(CN2CCN(c3ccccc3)CC2)cc1=O | -2 | -1.8 | -0.5 | 5 | 0 | 2 | -1.2 | 0 | 0
CCS(=O)(=O)c1nc(S(=O)(=O)c2ccc(Cl)cc2)c(NCCCN2CCOCC2)s1 | 5 | -4.7 | 0.8 | 9 | 2 | 6 | -3.1 | 11 | 4
S=c1nc[nH]c2c1sc1nc(-c3ccccc3)c3c(c12)CCCC3 | 2 | -1.3 | · | 9 | -2 | 2 | 15* | -12 | 7
CCOCc1nnc(NC(=O)c2ccc3c(c2)OCO3)s1 | 4 | -0.3 | -0.5 | 9 | 0 | 2 | -1.9 | 10 | 1
O=C(CC1CCCCC1)Nc1ccc(-c2ccc3nncn3n2)cc1 | 1 | 0.7 | · | 3 | 5 | 6 | -3.9 | 4 | 11
O=C(Nc1ccnn1C1CCN(C(=O)c2ccc(F)cc2)CC1)C1CCOC1 (stereo not given) | 7 | 0.4 | 0.2 | 4 | 0 | -6 | -4.7 | -5 | -6
CSc1sc(C(=O)NCC2CC2)c(-c2cccs2)c1C#N | -71 | 2.2 | -0.6 | 1 | 0 | -6 | -2.1 | 8 | 6
CC(C)COc1ccc(C(=O)Nc2ccc(NC(=O)c3ccco3)c(Cl)c2)cc1 | -2 | -3.9 | -1.1 | 7 | 1 | -1 | -0.2 | 0 | 8
COc1cc(CN2CCN(CCCc3ccccc3)CC2CCO)cc(OC)c1 (stereo not given) | 28 | -1.0 | 2.6 | -1 | -1 | 0 | -3.8 | 3 | -5
O=C(CSc1nnc(NC(=O)C2CC2)s1)NCc1ccccc1 | 5 | -0.6 | -1.9 | 7 | 0 | 6 | -0.1 | 13 | 1
CC1(C)CC(=O)c2c(O)c(-c3ccccc3)c(=O)n(-c3ccccc3)c2C1 | -4 | -3.1 | 0.7 | 5 | 1 | 7 | -3.9 | 5 | -1
O=c1ccc(NS(=O)(=O)c2ccccc2Cl)cn1Cc1ccc(Cl)c(Cl)c1 | -1 | 3.1 | -1.0 | -4 | 0 | 10 | 3.8 | 0 | 3
CCn1c(C)cc(/C=C2/NC(=O)N(Cc3ccccc3F)C2=O)c1C | -5 | 3.9 | · | 4 | 2 | 1 | -3.0 | -5 | -2
CCOC(=O)c1cccc(P(C)(C)=O)c1 | -1 | 3.1 | -0.1 | 3 | 1 | 5 | -2.6 | 5 | -5
COc1ccc(N2CCC(CNC(=S)Nc3cccc(C)c3)C2)cc1 (stereo not given) | -29 | 0.0 | · | -1 | 2 | 6 | 0.6 | 44 | 3
O=C(Nc1ccccc1)C1Cc2ccccc2CN1C(=O)c1ccco1 (stereo not given) | 3 | 0.9 | · | -1 | 2 | -1 | -2.4 | 7 | -4
O=C(O)c1cc(-c2ccco2)[nH]n1 | -4 | 1.6 | 0.0 | 3 | 5 | 1 | -3.3 | -1 | -1
O=C(COC(=O)C12CC3CC(CC(Br)(C3)C1)C2)Nc1c(F)cccc1F | 1 | -2.0 | -1.3 | -9 | -2 | -1 | -3.0 | 1 | -4
O=C(Nc1nnc(-c2ccccc2)o1)c1cccc(N2C(=O)CCC2=O)c1 | 1 | 2.8 | · | -6 | 2 | -1 | -2.2 | 8 | 16
COc1cc(C(=O)NNC(=S)NC(=O)c2ccc(Cl)cc2)cc(OC)c1OC | -8 | 1.9 | 0.5 | 8 | 0 | -6 | -0.9 | 5 | 15
Cc1cc(NC(=O)c2cc(-c3ccccc3)on2)no1 | 1 | 0.3 | 0.4 | 0 | -10 | -2 | -2.3 | -10 | 6
CC(C)NC(C)Cc1ccc(I)cc1 (stereo not given) | 6 | -0.3 | 0.4 | 10 | -3 | -6 | -1.5 | 7 | 6

5 of the compounds above, with values under each structure.
Every second line gives: BoNT F protease | UGM FP inh | Mtb BioA inh | Rv3671c inh | Mtb FBA inh | PrPC TRFRET | FadD28 FP inh | MazEF act | GDH-TPI counter
CCOC(=O)c1cccc(P(C)(C)=O)c1
  -1 | 3.1 | -0.1 | 3 | 1 | 5 | -2.6 | 5 | -5
COc1ccc(N2CCC(CNC(=S)Nc3cccc(C)c3)C2)cc1 (stereo not given)
  -29 | 0.0 | · | -1 | 2 | 6 | 0.6 | 44 | 3
O=C(Nc1ccccc1)C1Cc2ccccc2CN1C(=O)c1ccco1 (stereo not given)
  3 | 0.9 | · | -1 | 2 | -1 | -2.4 | 7 | -4
O=C(O)c1cc(-c2ccco2)[nH]n1
  -4 | 1.6 | 0.0 | 3 | 5 | 1 | -3.3 | -1 | -1
O=C(COC(=O)C12CC3CC(CC(Br)(C3)C1)C2)Nc1c(F)cccc1F
  1 | -2.0 | -1.3 | -9 | -2 | -1 | -3.0 | 1 | -4
